Giardia FBPA inh: inhibitors of Giardia lamblia fructose-1,6-bisphosphate aldolase; Potency, µM (titrated, usually from 59.6 µM), without a hit: at the top dose activity, negative = inhibition, most hits filed as inhibitors; A8B2U2; AID 2451; 290,000 tested, 0.71% active; purified Giardia FBPA; further: potency means the concentration at half of the fitted maximal effect; on the % scale 0 is the no-effect control and ±100 the full control effect; nearly all actives have a fitted effect of over 55% in size
Target sequence (A8B2U2 whole entry, looked up): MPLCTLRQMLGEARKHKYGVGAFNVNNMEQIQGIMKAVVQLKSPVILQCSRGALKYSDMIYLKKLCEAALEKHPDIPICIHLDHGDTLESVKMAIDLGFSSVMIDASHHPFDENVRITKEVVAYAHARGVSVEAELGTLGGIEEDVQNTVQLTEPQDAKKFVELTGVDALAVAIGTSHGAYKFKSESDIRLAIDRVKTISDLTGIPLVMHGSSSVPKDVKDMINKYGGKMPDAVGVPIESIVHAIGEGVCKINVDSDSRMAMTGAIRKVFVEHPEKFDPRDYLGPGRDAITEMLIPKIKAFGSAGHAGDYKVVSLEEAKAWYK
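40 nM FBPA preincubated 10 min at RT with compound (up to 57.5 uM final), then substrate plus GAPDH/TPI/NAD/arsenate coupling and diaphorase/resazurin added. Fluorescence read after 20 min at RT, 525/598 nm.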
AmpC detergent: blocks E. coli AmpC beta-lactamase in detergent assay; P00811; AmpC hydrolysis of nitrocefin, absorbance 480 nm, 0.01% Triton; Potency, µM (highest dose often 114 µM), inactives show at the highest dose activity change, negative = inhibition, usual class: inhibitors; 370,000 tested, 0.041% active;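 further: potency means the concentration at half of the fitted maximal effect; 0% = no-compound wells and -100% = no-enzyme wells; nearly all actives have a fitted effect of over 25% in size; some results filed as inactive show a strong effect at the top dose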
Target sequence (P00811 whole entry, looked up): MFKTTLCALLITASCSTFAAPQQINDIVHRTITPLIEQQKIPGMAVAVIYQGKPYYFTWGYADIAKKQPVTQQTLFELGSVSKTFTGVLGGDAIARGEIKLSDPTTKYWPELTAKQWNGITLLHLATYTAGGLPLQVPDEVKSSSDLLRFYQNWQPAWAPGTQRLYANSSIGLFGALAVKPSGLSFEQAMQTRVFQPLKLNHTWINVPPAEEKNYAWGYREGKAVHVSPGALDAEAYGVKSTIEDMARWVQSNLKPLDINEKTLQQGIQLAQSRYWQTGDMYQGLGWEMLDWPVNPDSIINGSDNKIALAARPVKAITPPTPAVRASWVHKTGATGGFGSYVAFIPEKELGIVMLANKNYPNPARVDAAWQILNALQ
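AmpC (5.3 nM in the dispensed reagent) in 20 mM phosphate pH 7.0 with 0.01% (detergent screen) or 0.0001% Triton X-100 was preincubated with compounds for 15 min at room temperature. Nitrocefin was then added from an 800 uM solution, and hydrolysis was followed at 480 nm.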
Shiga toxin inh: inhibitors of Shiga toxin in Vero cells | Vero cells, Shiga toxin protein synthesis inhibition reporter | inhibition, % at 38.7 µM | 290,000 tested, 9.2% active; in the data active means inhibition mostly above about 28%, no sharp cut-off; inactive means mostly below about 43%; further: 0% is about no effect
AMA1-RON2 inh: AMA1-RON2 (P. falciparum) interaction inhibition | Potency, µM (top dose mostly 58.2 µM), without a hit: top-dose activity change, negative = inhibition, most hits filed as inhibitors | 360,000 tested, 0.2% active | AlphaScreen AMA1-biotinylated RON2 peptide binding;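 further: potency means the concentration at half of the fitted maximal effect; 0% = vehicle wells and -100% = peptide control; nearly all actives have a fitted effect of over 45% in size; some results filed as inactive show a strong effect at the top dose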
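AMA1 (3D7) with his tag at 25 nM final met compounds first, then biotinylated RON2 peptide at 25 nM; detection used donor plus acceptor beads, 10 µg/mL apiece, read by AlphaScreen after 30 min at room temperature.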
AmpC no deterg: AmpC beta-lactamase inhibition without detergent. P00811. AmpC nitrocefin hydrolysis, absorbance 480 nm, 0.0001% Triton. Potency, µM (doses to about 57.1 µM), for the others: top-dose activity change, negative = inhibition, actives largely listed as inhibitors. 330,000 tested, 0.52% active;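 further: potency means the concentration at half of the fitted maximal effect; plate controls were no compound for no effect and no enzyme for full effect; nearly all actives have a fitted effect of over 20% in size; some results filed as inactive show a strong effect at the top dose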
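AmpC (5.3 nM in the dispensed reagent) in 20 mM phosphate pH 7.0 with 0.01% (detergent screen) or 0.0001% Triton X-100 was preincubated with compounds for 15 min at room temperature. Nitrocefin was then added from an 800 uM solution, and hydrolysis was followed at 480 nm.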
HCMV inh: human cytomegalovirus inhibition; activity change, negative = inhibition, % at 57.5 µM; 410,000 tested, 4.5% active; HFF cells, HCMV-luciferase reporter, 72 h; stronger effect = lower value; AID 1259415; in the data active means activity change below about -60%; inconclusive means no clear call, values can overlap the other calls; inactive means above about -39%; further: on the % scale 0 is the no-effect control and ±100 the full control effect
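Screen run at 2 compound doses on HFFs infected with reporter HCMV, MOI 1 PFU/cell. Luciferase activity from cell lysates at 72 h post infection gave inhibition relative to buffer-only and Salinomycin wells.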
Cycloheximide cs: counter-screen hit for Shiga toxin inhibitors, cycloheximide | cell reporter, cycloheximide protein synthesis inhibition counterscreen | max response, % | 300,000 tested, 12% active | AID 2314; in the data active means max response mostly above about 13%, no sharp cut-off; inactive means mostly below about 14%; further: read at 38.3 µM for the half of the compounds with a filed dose; 0% is about no effect
* = called active by the depositor; ? = inconclusive; / = not tested or not shown; [ ] = dose if it differs, or a comment. Unless noted, the call rests on the fitted dose curve; in most records, active means well fitted curve in the direction sought with a large enough effect; inconclusive means small, poorly fitted or top-dose-only effect, or another doubt; inactive means no such curve, though single readings can be large; an effect the other way counts as inactive or inconclusive.

| compound | AmpC no deterg | HCMV inh | AMA1-RON2 inh | Shiga toxin inh | Giardia FBPA inh | Cycloheximide cs | AmpC detergent |
| --- | --- | --- | --- | --- | --- | --- | --- |
| CCc1cccc(NC(=O)C2CCCN(S(=O)(=O)c3ccc4[nH]c(=O)ccc4c3)C2)c1 (stereo not drawn) | -14% | -24 | -7% | -5 | -5% | 14 | 3% |
| CSc1ccccc1N1CCN(CCCCCC(=O)NC2CCCc3ccccc32)CC1 (stereo not drawn) | / | / | / | -5 | -5% | -7 | / |
| COc1ccccc1NS(=O)(=O)N(C)C | -6% | -13 | -4% | -10 | -11% | 1 | 6% |
| COc1ccc(-n2c(=O)c3ccccc3n(CC(=O)Nc3cccc(OC)c3)c2=O)cc1 | -1% | -15 | 4% | 2 | 0% | 4 | 1% |
| CC(C)[C@@H](NC(=O)C1CCN(C(=O)[C@@H]2CCCN2C(=O)OC(C)(C)C)CC1)C(=O)NCc1ccc(F)cc1 | 67%[activator] | 2 | 1% | -3 | -4% | -3 | ? |
| O=c1oc(-c2cc3ccccc3o2)nc2sc3c(c12)CCCC3 | -9% | -27 | -2% | 36 | -3% | 19 | -14% |
| COc1nc(C)ccc1-c1noc(-c2ccncc2)n1 | -12% | 64 | 1% | 25 | 4% | 23* | ? |
| O=C(COC(=O)/C=C/c1ccccc1[N+](=O)[O-])Nc1ccc(OCc2ccccc2)cc1 | -43% | -11 | -11% | 39* | -1% | 17* | -4% |
| CC1=NN(c2ccc(C)c(C)c2)C(=O)C1C(c1cccc(O)c1)C1C(=O)N(c2ccc(C)c(C)c2)N=C1C (stereo not drawn) | -28% | -9 | -9% | 23 | -14% | 11 | 4% |
| COc1ccc(S(=O)(=O)N2CCCCC2)cc1NC(=O)c1cnc(C)cn1 | -16% | 0 | 10% | / | / | / | 7% |
| O=C(CN1CCc2ccccc2C1)Nc1ccccc1N1CCCCCC1 | -12% | / | -23% | -4 | ? | 6 | -7% |
| COc1cccc(/C=N/NC(=O)C[n+]2ccccc2)c1OC | -21% | -19 | -8%[11.6 µM] | -3 | -9% | -3 | -8% |
| Cc1ccccc1C(=O)N(C)c1ccccc1C(=O)NCc1ccccc1 | -3% | -13 | 8% | -10 | 19% | -3 | -7% |
| O=C(O)CS(=O)CC(=O)Nc1cccc(C(F)(F)F)c1 (stereo not drawn) | -19% | -11 | 7% | 3 | -3% | -4 | 3% |
| CN(C)c1ccc(NC(=S)N2CCN(c3ncc(C(F)(F)F)cc3Cl)CC2)cc1 | -9% | -11 | ? | 22 | 5% | 16 | 0% |
| COc1ccc(-c2nnc(SCc3cccc(C)c3)n2N)cc1 | -10% | ? | -7% | 0 | 1% | -1 | -3% |
| CC(C)=NOc1nc(N(C)C)nc(N(C)C)n1 | -7% | 1 | -12% | -2 | 3% | -3 | 2% |
| COC(=O)c1ccc(Cn2cc(C(F)(F)F)ccc2=O)cc1 | -17% | 8 | 5% | -5 | 6% | -3 | -3% |
| N=c1sc2ccccc2n1-c1ccccc1 | -2% | -21 | -1% | -11 | -6% | -2 | -4% |
| CCc1ccccc1NC(=O)CNC1CCCCC1 | 1% | -38 | -9% | -6 | 4% | -4 | 0% |
| O=C(COC(=O)/C=C/c1ccccc1)NCCc1ccc(F)cc1 | -22% | -17 | -10% | / | / | / | / |
| Cc1cccc(NC(=S)N(CCN(C)C)Cc2cc3cc(C)cc(C)c3[nH]c2=O)c1 | -45% | -36 | -9%[11.6 µM] | 4 | 6% | -3 | -10% |
| CC[C@@]1(C(=O)OC)N[C@H](CN(C)C(=O)Nc2ccc(OC)cc2)[C@@H]2C(=O)N(C)C(=O)[C@@H]21 | -15% | -25 | 0% | / | / | / | / |
| Cc1ccc(S(=O)(=O)CNC(=S)c2ccc3ccccc3c2)cc1 | -36% | -3 | -17% | 12 | -13% | 14 | -3% |
| CC(=O)c1cc2c(cc1N(C(=O)c1ccco1)C(C(=O)NC1CCCC1)c1ccccc1F)OCO2 (stereo not drawn) | 7% | 18 | 0% | -6 | 7% | -4 | -7% |
| CC(=O)N1N=C(c2ccco2)CC1c1ccco1 (stereo not drawn) | -10% | -16 | 7% | -4 | -3% | 2 | ? |
| O=C(Nc1cccnc1)c1ccc([N+](=O)[O-])o1 | -1% | -29 | -1% | 71* | -6% | 38* | -7% |
| COc1ccc(C(=O)N2CCC3(CC2)NCCc2[nH]cnc23)cc1OC | -16% | -32 | -1% | -7 | -21% | -3 | 3% |
| CCOc1ccc(-n2c(SCc3ccc([N+](=O)[O-])cc3)nnc2-c2ccccc2)cc1 | -9% | ? | -12% | -6 | -3% | -2 | -4% |
| Cc1c(C(=O)N2CCc3ccccc3C2)oc2ccccc12 | -11% | 79 | 0% | 74* | / | 39* | -3% |
| CN(C1CCCCC1)S(=O)(=O)c1ccc2c(c1)c(=O)c(C(=O)NCCN1CCCC1)cn2C | 114%[activator] | -38 | 14% | 5 | 0% | -6 | 0% |
| Cc1nc2ccc(NC3=NCCCCC3)cc2s1 | -12% | 11 | 0% | -22 | 5% | -2 | -18% |
| Cc1noc2ncnc(N3CCCCC3)c12 | -7% | 2 | -5% | 10 | 3% | -3 | 3% |
| O=C(CCn1c(=O)oc2ccccc21)Nc1ccc2c(c1)OCCO2 | -29% | 44 | -4% | 80* | -9% | 71* | 13% |
| O=C(c1cccs1)n1nc(-c2cccnc2)nc1NCc1ccco1 | -17%[2.29 µM] | -29 | -24% | 11 | -2% | -2 | -6% |
| CC1(C)Oc2ccc(C(=O)N3CCc4ccccc43)cc2N(CC(=O)N2CCCC2)C1=O | 74%[activator] | 76 | 2% | -15 | 8% | 2 | ? |
| CCN(CC)S(=O)(=O)c1cccc(-c2nnc(SC(C)C#N)n2Cc2ccccc2)c1 (stereo not drawn) | 85%[activator] | 43 | -3% | -12 | 8% | -3 | -1% |
| CN(CC(=O)O)S(=O)(=O)c1ccc(F)cc1 | -19% | -24 | 4% | 16 | 7% | -5 | -10% |
| Cc1ccc(C2C(=O)N(C3CCC(C)CC3)CC(=O)N2C2CC2)cc1 (stereo not drawn) | -9% | -12 | 14% | -14 | 0% | -2 | -1% |
| Cc1c(NC(=S)NC(NC(=O)CC(C)C)C(Cl)(Cl)Cl)c(=O)n(-c2ccccc2)n1C (stereo not drawn) | -38% | 10 | 23% | -6 | 6% | -4 | -3% |
| O=C(CSc1nnnn1-c1ccc2c(c1)OCCO2)N1CCN(C(=O)c2ccco2)CC1 | 14% | -22 | 0% | 15 | 1% | -3 | 6% |
| O=C(/C=C/c1ccc([N+](=O)[O-])cc1)NCCc1ccccc1 | -34% | ? | -2% | 18 | 1% | 9 | 7% |
| Cn1c2[n+](c3ccc(Cl)cc3c1=O)Cc1ccccc1-2 | -14% | 60 | 2% | -3 | -4% | 3 | 1% |
| COC(=O)C1CCN(C(=O)COC(=O)CC(NC(C)=O)c2ccccc2)CC1 (stereo not drawn) | -6% | -32 | -12% | -2 | 7% | 5 | 0% |
| CC(C)CN(C(=O)CN1CCN(c2cccc(Cl)c2)CC1)c1c(N)n(CC(C)C)c(=O)[nH]c1=O | -4% | -29 | -13% | -6 | 10% | -4 | 3% |
| Cc1ccc(N(Cc2cc3ccccc3[nH]c2=O)S(C)(=O)=O)cc1 | 49% | 29 | -10% | -8 | 2% | -2 | 4% |
| O=C(COc1ccccc1)Nc1nnc(-c2ccccc2)o1 | -27% | 46 | -1% | -9 | 13% | -5 | ? |
| Cc1ccc(S(=O)(=O)c2nnn3c2nc(N2CCOCC2)c2ccccc23)cc1C | -21% | 9 | -3% | 13 | / | -1 | 2% |
| CCOC(=O)C1CCN(S(=O)(=O)c2ccc(Cl)cc2)CC1 | 10% | ? | 20% | -6 | 0% | -2 | -4% |
| COc1ccc(C(=O)NNC(=O)c2ccc(F)c(S(=O)(=O)N3CCOCC3)c2)cc1 | -22% | -8 | -3% | / | / | / | / |

Following part
| compound | AmpC no deterg | HCMV inh | AMA1-RON2 inh | Shiga toxin inh | Giardia FBPA inh | Cycloheximide cs | AmpC detergent |
| --- | --- | --- | --- | --- | --- | --- | --- |
| CCOC(=O)CSc1ccccn1 | -3% | -102* | -10% | 12 | 1% | -1 | 5% |
| CCC(C)c1ccccc1NC(=O)Cc1coc2cc3c(cc12)CCC3 (stereo not drawn) | -36% | 8 | -7% | 7 | -1% | 1 | -7% |
| CC1Cc2ccccc2N1C1=CC(=O)CCC1 (stereo not drawn) | -15% | 38 | -2% | -9 | -1% | -4 | 3% |
| C(=N\n1cnnc1)/c1ccc(N2CCOCC2)s1 | -18% | 36 | 7% | 13 | 8% | 4 | -12% |
| O=C(CN1C(=O)c2ccccc2C1=O)N1CCN(c2ccccc2)CC1 | -11% | 35 | 0% | -2 | 4% | 3 | ? |
| Cc1ccccc1CNC(=O)C1CCC(=O)N(CC2CCCCC2)C1 (stereo not drawn) | 144%[activator] | 11 | 3% | 19 | / | 0 | 1% |
| COCCOC(=O)c1nccnc1C(=O)Nc1ccc(S(=O)(=O)N2CCOCC2)cc1 | 6% | -34 | 6% | -5 | 9% | -1 | -1% |

Gathered by group: those above with an aryl methoxy group.
| compound | AmpC no deterg | HCMV inh | AMA1-RON2 inh | Shiga toxin inh | Giardia FBPA inh | Cycloheximide cs | AmpC detergent |
| --- | --- | --- | --- | --- | --- | --- | --- |
| COc1ccccc1NS(=O)(=O)N(C)C | -6% | -13 | -4% | -10 | -11% | 1 | 6% |
| COc1ccc(-n2c(=O)c3ccccc3n(CC(=O)Nc3cccc(OC)c3)c2=O)cc1 | -1% | -15 | 4% | 2 | 0% | 4 | 1% |
| COc1nc(C)ccc1-c1noc(-c2ccncc2)n1 | -12% | 64 | 1% | 25 | 4% | 23* | ? |
| COc1ccc(S(=O)(=O)N2CCCCC2)cc1NC(=O)c1cnc(C)cn1 | -16% | 0 | 10% | / | / | / | 7% |
| COc1cccc(/C=N/NC(=O)C[n+]2ccccc2)c1OC | -21% | -19 | -8%[11.6 µM] | -3 | -9% | -3 | -8% |
| COc1ccc(-c2nnc(SCc3cccc(C)c3)n2N)cc1 | -10% | ? | -7% | 0 | 1% | -1 | -3% |
| CC[C@@]1(C(=O)OC)N[C@H](CN(C)C(=O)Nc2ccc(OC)cc2)[C@@H]2C(=O)N(C)C(=O)[C@@H]21 | -15% | -25 | 0% | / | / | / | / |
| COc1ccc(C(=O)N2CCC3(CC2)NCCc2[nH]cnc23)cc1OC | -16% | -32 | -1% | -7 | -21% | -3 | 3% |
| COc1ccc(C(=O)NNC(=O)c2ccc(F)c(S(=O)(=O)N3CCOCC3)c2)cc1 | -22% | -8 | -3% | / | / | / | / |

Outcome played no part in choosing rows; overall some 16% were active at least once.
